Source: PubChem (Fisher Drug Discovery Resource Center)
mcGAS MS inh: mouse cGAS inhibition by mass spec | 130,000 tested, 0.18% active | recombinant mouse cGAS, cGAMP by RapidFire MS | AID 1259397 | inhibition, % at 12.5 µM | Q8C6L5;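 active = inhibition of cGAS enzyme activity at or above 60%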;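 note: enzyme stimulated by 45 bp dsDNA with ATP and GTP substrates; cGAMP share of summed cGAMP plus half ATP and half GTP signals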
Target sequence (Q8C6L5 whole entry, looked up): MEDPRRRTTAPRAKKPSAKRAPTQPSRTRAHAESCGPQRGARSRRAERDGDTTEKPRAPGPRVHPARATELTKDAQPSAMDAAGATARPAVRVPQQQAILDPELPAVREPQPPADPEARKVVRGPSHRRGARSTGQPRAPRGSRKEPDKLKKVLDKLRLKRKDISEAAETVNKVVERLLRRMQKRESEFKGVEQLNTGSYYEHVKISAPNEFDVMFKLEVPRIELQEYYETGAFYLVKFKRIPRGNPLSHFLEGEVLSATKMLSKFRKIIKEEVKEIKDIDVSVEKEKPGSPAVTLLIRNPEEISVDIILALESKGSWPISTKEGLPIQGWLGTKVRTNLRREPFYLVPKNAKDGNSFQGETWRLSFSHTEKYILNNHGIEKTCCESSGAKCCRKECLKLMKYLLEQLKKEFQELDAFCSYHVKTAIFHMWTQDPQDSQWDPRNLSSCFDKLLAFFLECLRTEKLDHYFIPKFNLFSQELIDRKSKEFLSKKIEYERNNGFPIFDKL
* marks the source's active call; other numbers are inactive results; & = joins results of further samples.

compound | mcGAS MS inh
Cc1cc(C)n2nc(NC(=O)NC(C)CC(=O)OC(C)(C)C)nc2n1 (stereo unspecified) | 0.6
CC(c1nc(C(C)(C)C)no1)N1CCc2[nH]nc(C(F)(F)F)c2C1 (stereo unspecified) | -1.6
O=C1C(N2CCN(c3ccccc3Cl)CC2)CCN1C1CCOCC1 (stereo unspecified) | -7.8
COc1cc(C=NN2CCN(C3c4ccccc4-c4ccccc43)CC2)cc(Br)c1O | -4.3
CN(CCCNC(=O)C=Cc1ccc(N2CCCC2=O)cc1)c1ccccc1 | -2.6
CC(CCN(C)C(=O)C1(C(N)=O)CC1)N1CCCC1 (stereo unspecified) | 4.4
COc1cc(F)c(C(=O)N2CCOC(COc3cccc(C(F)(F)F)c3)C2)c(F)c1 (stereo unspecified) | -5.5
Cc1cc(NC(=O)CN(C)c2nc(C(F)(F)F)nc3ccccc23)no1 | 3.0
CC12CCC(C(=O)N3CCCCC3)(CC1=O)C2(C)C (stereo unspecified) | -45.4&-6.6
Cc1c(C)c(C)c(S(=O)(=O)Nc2ccc(NC(=O)CN3CCOCC3)cc2)c(C)c1C | -7.6
OCc1ccccc1CN1CCN(Cc2ccccc2Cn2cccn2)CC1 | -17.3
Cc1ccccc1-c1ccc(CN2CCC(CO)(CC3CCCCO3)CC2)cc1 (stereo unspecified) | -4.7
CSc1ccc(CN2C(=O)C(Cc3ccccc3)ON=C2C)cc1 (stereo unspecified) | 0.7
COc1cc(OC)c(OC)cc1C=C(C#N)S(=O)(=O)c1ccc(Cl)cc1 | -5.8
CCN(CC1CCOC1)C(=O)c1n[nH]c(C)c1Br (stereo unspecified) | -16.2
O=C(/C=[N+](\[O-])C1CCC/C1=N\O)c1ccc(Br)cc1 (stereo unspecified) | 7.4
CC12CCC(CC1=NNC(=O)NC1CCCCC1)C2(C)C (stereo unspecified) | -2.8
CC(c1ccc(F)cc1)N(C)C(=O)CN1CC(O)CC1c1cc(F)ccc1F (stereo unspecified) | -0.7
O=S(=O)(N=Cc1c(O)ccc2ccccc12)c1ccccc1 | 16.8
CCOC(=O)c1c(NC(=O)Cc2ccc(OC)cc2)sc(C(=O)Nc2ccccc2OC)c1C | -2.6
CCc1nc(NC(=O)C(c2ccccc2)N2CCCC2)sc1C (stereo unspecified) | -4.7&4.1
CC1CCN(Cc2ccc(C(=O)N3CCOC(C(F)(F)F)C3)o2)CC1 (stereo unspecified) | -5.8
NC(c1c(O)ccc2ccccc12)P(=O)(O)O (stereo unspecified) | -2.0
CC1CN(c2ccc(Cl)cc2)c2nc3c(c(=O)n(CC(N)=O)c(=O)n3C)n2C1 (stereo unspecified) | -3.7
CCOC(=O)C1(Cc2ccccc2F)CCCN(C(=O)c2cc[n+]([O-])cc2)C1 (stereo unspecified) | 5.2
CCCCCCCn1c(=O)c2c(nc3n2CCN3c2ccccc2)n(C)c1=O | -4.3
c1ccc(Cc2nnc3sc(-c4ccccn4)nn23)cc1 | 2.5
O=C(NC1CCCCC1)N1CCn2cccc2C1c1ccccc1 (stereo unspecified) | -3.7
CC(C)c1csc(C(=O)NC(C)c2cnn(C)c2)n1 (stereo unspecified) | -23.3
Cn1ccc(NC(=O)C(C)(C)c2ccccc2)n1 | -4.6

Next section.
compound | mcGAS MS inh
O=C(COC(=O)c1cc2c(s1)CCC2)NCCN1C(=O)CSC1=O | -4.1
O=C(CCC(=O)N1CCCC1C(F)(F)F)NC1CCCCCCC1 (stereo unspecified) | -11.4
CC(NC(=O)CCc1cnn(C)c1)C(O)c1c(F)cccc1Cl (stereo unspecified) | -7.9
Cc1cc(N(C)/N=C\c2ccccc2O)nc(-c2ccccc2O)n1 | 0.6
O=C(O)C=Cc1cc(F)cc2c1OCOC2 | 5.4
COc1ccc(CNC(=O)c2sc(=O)n(Cc3c(C)noc3C)c2C)cc1 | -10.2
O=C1C2C=CC(S(=O)(=O)Nc3ccc(O)cc3)=CC2C(=O)C2C([N+](=O)[O-])=CC=C(Cl)C12 (stereo unspecified) | -17.0
C=CCN1C(=O)/C(=C\c2ccccc2OC)SC1=S | 1.9
Cc1cc(N2C(=O)CSC2c2ccccn2)ccc1Br (stereo unspecified) | -14.3
COCCc1nc2ccc(C(=O)N3CCC(OCc4cccnc4)CC3)cc2o1 | -12.6
O=C(Nc1cccc(-c2cccc(Cl)c2)c1)C1CCN(Cc2ccncc2)CC1 | -2.7
C#CC1(NC(=O)CCc2scnc2C)CCCCC1 | -16.3
Cc1nn(-c2nc3ccccc3[nH]2)c2c1C(=O)CC(C)C2 (stereo unspecified) | 0.0
CCCc1nc(Cn2ccc(C)cc2=O)cs1 | -5.0
Cc1ccc(Nc2nc(N(C)C)nc3nccnc23)c(C)c1 | -19.5
COc1cc(F)ccc1-c1ccc(NC2CC2)nn1 | -14.7
Cc1nc([N+](=O)[O-])cn1CCC(=O)NCC12CC3CC(CC(C3)C1)C2 | -15.3
CC(C)c1ccc(C2SCC(=O)N2c2ccc(O)cc2)cc1 (stereo unspecified) | -14.4
O=C(NCC1=CCCN(CCC2CCCCC2)C1)c1ccccc1 | -4.2
S=c1n(CN2CCC(c3nc4ccccc4o3)CC2)nc(C2CC2)n1C1CC1 | 2.8
COc1ccc(C)cc1NC(=O)c1cc2cc3c4c(c2oc1=N)CCCN4CCC3 | -11.7
O=C(CNC(=O)C1CC1)Nc1ccccc1NC(=O)c1ccc(Cl)cc1 | -7.3
c1coc(C2Sc3ccccc3N=C3c4ccccc4CCC32)c1 (stereo unspecified) | -5.4
C=CCn1nnnc1NCc1ccc(OCC)c(OCC)c1 | 0.9
Cc1nc(CN2CCC(C(=O)NCCC3=CCCCC3)CC2)cs1 | -4.5
OCCC1CN(Cc2nccs2)CCN1Cc1ccccc1F (stereo unspecified) | -5.9
COC(=O)CC1C(=O)NCCN1C(=O)c1cc2cc(C)ccc2nc1C (stereo unspecified) | -14.5
Cc1nn(CC(=O)N2CCN(c3ccccc3)CC2)c(=O)c2c1cnn2C(C)(C)C | -7.1
CC(NCCC(=O)Nc1cccnc1)c1ccccc1C(F)(F)F (stereo unspecified) | -13.3
O=C(NCCCOCC1CC1)Nc1ccc(Br)cc1F | 2.4

Gathered by group, the compounds so far with a nitro group on carbon.
compound | mcGAS MS inh
O=C1C2C=CC(S(=O)(=O)Nc3ccc(O)cc3)=CC2C(=O)C2C([N+](=O)[O-])=CC=C(Cl)C12 (stereo unspecified) | -17.0
Cc1nc([N+](=O)[O-])cn1CCC(=O)NCC12CC3CC(CC(C3)C1)C2 | -15.3

5 compounds picked at random from those above, as already listed:
compound | mcGAS MS inh
Cc1cc(N(C)/N=C\c2ccccc2O)nc(-c2ccccc2O)n1 | 0.6
OCc1ccccc1CN1CCN(Cc2ccccc2Cn2cccn2)CC1 | -17.3
Cc1nc(CN2CCC(C(=O)NCCC3=CCCCC3)CC2)cs1 | -4.5
S=c1n(CN2CCC(c3nc4ccccc4o3)CC2)nc(C2CC2)n1C1CC1 | 2.8
CCOC(=O)C1(Cc2ccccc2F)CCCN(C(=O)c2cc[n+]([O-])cc2)C1 (stereo unspecified) | 5.2

Later entries
compound | mcGAS MS inh
O=C(Cn1c(-c2ccoc2)nc(-c2ccccc2)c1-c1ccccc1)N1CCC[C@H]1CO | -9.0
CSCCNC(=O)c1coc(COc2cccc(C(F)(F)F)c2)n1 | -9.3
CC(C)c1ccc(CN2CCC2(C)C(=O)Nc2cccc(NS(C)(=O)=O)c2)cc1 (stereo unspecified) | -7.1
CCOc1ccc(-c2nc(C(N)=O)c3[nH]c(=O)n(-c4ccccc4OCC)c3n2)cc1OC | 0.3
CN(C(=O)CCc1cccc(F)c1)c1ccccc1S(C)(=O)=O | -7.8
CCNc1cc(C)nc(N2CCN(C(=O)c3ccc(I)cc3)CC2)n1 | -9.2
CC(C)CCOP(=O)(c1ccc(N(C)C)cc1)C(O)c1ccccc1F (stereo unspecified) | -8.1
CC(C)Cc1cc(C(=O)N2N=C(C(F)F)CC2(O)C(F)F)c2ccccc2n1 (stereo unspecified) | -3.0
Cc1cc(C)[n+](-c2ccc(F)cc2)c2[nH]c(=O)[nH]c(=O)c12 | -5.3
Oc1ccc([S+]2CCCCCC2)cc1 | 3.7
O=C(CSc1ccc(NC(=O)c2cccc(F)c2)nn1)NCCc1ccccc1 | 5.3
O=C1OCCN1/N=C\c1ccc([N+](=O)[O-])o1 | -0.2
N#Cc1ccc(C(F)(F)F)nc1SCC(N)=O | -5.0
O=C(Nc1nc(CCC(=O)N2CCCCCC2)cs1)NC1CCCCC1 | -5.1
COC(=O)c1c(OC2CCCC2)cc(=O)n2c1CCN(C(=O)C1CCOC1)CC2 (stereo unspecified) | -8.6
Cc1ccc(Oc2ccccc2NC(=O)c2ccn(C)c(=O)c2)cc1 | 3.6
O=C(Cc1nc2ccccc2[nH]1)N1CCCC2(CCNC2)C1 (stereo unspecified) | -18.1
CC(C)NC(=O)C1(C)CCN1C/C=C/c1ccccc1 (stereo unspecified) | -7.0
CS(=O)(=O)NCC(=O)NC1CC(=O)N(Cc2cccc3ccccc23)C1 (stereo unspecified) | -30.1
COc1ccccc1CN(C(=O)c1c(O)cc(F)cc1F)C1CC1 | -2.1
Oc1oc(-c2ccc(Br)cc2)nc1C=Nc1cccc2ccccc12 | -8.1
O[C@H]1CN(Cc2ccccc2-c2ccco2)C[C@@H]1N1CCN(c2ccccn2)CC1 | -4.5
O=C(CCSc1nc2ccccc2n1S(=O)(=O)c1ccccc1)N1CCCCC1 | -5.1
CN(Cc1cn[nH]c1-c1ccc(F)cc1)S(=O)(=O)NCc1ccccc1 | -21.5
CCCS(=O)(=O)N(C)Cc1noc(CC)n1 | -7.1
CN(CC1CCCN1C)c1nccc(C2CCCC2)n1 (stereo unspecified) | -5.3
COc1cccc(/C=C(\C#N)c2nn(CCO)c(N)c2C#N)c1OC | 0.9
CN1C(=O)CC(C(=O)OCc2cc(Cl)ccn2)C1c1ccccc1 (stereo unspecified) | -0.5
Oc1ccc(O)cc1 | -6.7
Cc1cc(C(=O)Nc2cccc(NC3CCCC3)c2)nn1C | -9.1

More structures follow.
compound | mcGAS MS inh
CCN(CC)C(=O)CN1CCCN(c2ncnc3sc4c(c23)CCC(C)C4)CC1 (stereo unspecified) | -5.4
NC(=O)c1ccc(N2CCCC2)c(NC(=O)/C=C/c2ccco2)c1 | -11.2
C=CCN(Cc1nc(C)cs1)S(=O)(=O)c1ccc(OC)cc1 | -59.5
CC(=O)N1CCCCC1C1=CCCN(CCOc2ccc(F)cc2)C1 (stereo unspecified) | -32.8
Cc1cnc(CNC(=O)CC23CC4CC(CC(C4)C2)C3)cn1 | -14.0
CCCC(NC(=O)C1CCOCC1)c1ccccc1 (stereo unspecified) | -6.5
COc1ccccc1NC(=O)C1=C(C)N(C)C(=S)NC1c1cccs1 (stereo unspecified) | -10.6
Cc1cc(C(=O)Nc2nc(-c3ccc(F)c(F)c3)c(C)s2)no1 | -6.1
COc1cc(-c2cccs2)cc2c1OCCN(C(=O)[C@@H](N)Cc1cnc[nH]1)C2 | -17.6
COCCn1ccnc1-c1c(-c2ccccc2)ncn1CCC1CCCCN1 (stereo unspecified) | 7.0
Cc1cc(C)c2[nH]c(C)c(CC(=O)NCCc3cc(=O)[nH]cn3)c2c1 | -18.9
Cn1c(=O)[nH]c(=O)c2c1nc(Cl)n2CC(N)=O | -0.4
COc1ccc(CC2CN(Cc3ccsc3)CCO2)cc1 (stereo unspecified) | -9.7
CC1CCCCN1C(=O)c1cc2cc([N+](=O)[O-])ccc2s1 (stereo unspecified) | -1.3
CCc1cccc(NC(=O)NCC(C)C(=O)OC)c1 (stereo unspecified) | -12.6
CN(Cc1cnc2ccccc2c1)C(=O)CCCS(N)(=O)=O | -21.4
Fc1ccccc1CN1CCOC(CN2CCOCC2)C1 (stereo unspecified) | 2.0
Cc1ccc(Nc2ncnc3c2nnn3C)cc1 | -8.2
O=C(N/N=c1/oc2ccccc2cc1-c1nc2ccccc2[nH]1)c1cccc([N+](=O)[O-])c1 | -6.4
Cn1nc(C2CCN(Cc3cnc(N)nc3)CC2)n(-c2ccccc2)c1=O | -16.4
CCc1cc2c(=O)[nH]c(-c3ccccn3)nc2s1 | -0.9
Cc1cc(C(=O)N2CCC(C(N)=O)CC2)c(C)n1C(C)c1ccccc1 (stereo unspecified) | -11.1
CN1CCC=C(CNC(=O)CSc2ccccc2)C1 | -6.0
COc1cc(C2N(C)CCC3(OCCO3)C2(C)C)cc(OC)c1OC (stereo unspecified) | -36.3
Cc1ccc(C(C)(C)C)cc1S(=O)(=O)NCCCOC(C)C | 6.5
CCOC(=O)c1c(NC=C(C#N)C#N)sc(C)c1CC | 2.0
COc1ccccc1-n1nc(C)nc1[C@H]1Cc2ccccc2CN1 | 9.0
NC(=O)CSc1nc2c(c(=O)n1-c1ccccc1)SCC2 | -3.8
N#CC1C(=O)NC(c2ccco2)N(c2ccc(F)cc2)C1=S (stereo unspecified) | -5.1
COc1cc(OC)c(C2c3cccn3CCCN2Cc2cccc(Cl)c2)cc1OC (stereo unspecified) | -9.0

The list goes on:
compound | mcGAS MS inh
CC(=O)c1c(C)[nH]c(C(=O)CSc2nnnn2-c2ccccc2C)c1C | 5.1
Cc1ccc(CSc2nc(CC(=O)NCCn3nc(-c4ccco4)ccc3=O)cs2)cc1 | -54.6
O=C(Nc1ccc(C(=O)N2CCCC2)cc1)C1COc2ccccc2O1 (stereo unspecified) | 8.9
Cc1ccc(-c2nc(N3CCOCC3)sc2C(=O)NCC2CCCO2)cc1 (stereo unspecified) | -2.6
CCO[C@H]1COC[C@@H]1NC(=O)Cc1nc2ccc(Cl)cc2[nH]1 | -17.8

The list is partial; rates above refer to the full screens.
